Screening data (PubChem)
FEN1 inhibitor = human FEN1 inhibition | P39748 | Recombinant FEN1 flap cleavage, fluorescence, 15 min | Potency, µM (highest dose often 114 µM), for the others: at the top dose activity change, negative = inhibition, actives largely listed as inhibitors | 0.35% of 390,000 active; also: nearly all actives have a fitted effect of over 65% in size
Target sequence (P39748 whole entry, looked up): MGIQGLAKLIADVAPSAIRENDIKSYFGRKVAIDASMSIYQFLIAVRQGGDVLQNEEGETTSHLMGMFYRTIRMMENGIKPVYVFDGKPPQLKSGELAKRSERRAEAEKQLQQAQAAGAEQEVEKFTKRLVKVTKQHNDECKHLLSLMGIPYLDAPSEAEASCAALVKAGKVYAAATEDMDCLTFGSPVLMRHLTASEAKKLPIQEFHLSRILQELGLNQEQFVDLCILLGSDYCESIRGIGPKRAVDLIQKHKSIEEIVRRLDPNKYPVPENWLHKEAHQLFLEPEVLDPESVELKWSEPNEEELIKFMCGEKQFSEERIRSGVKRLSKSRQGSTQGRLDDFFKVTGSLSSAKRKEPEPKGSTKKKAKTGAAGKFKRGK
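Quantitative HTS format: each compound was titrated, incubated with 10 nM nuclease for 15 min at room temperature, then challenged with flap substrate at 50 nM final. Signal change over 15 min gave concentration–effect curves.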
TDP1 inh = inhibitors of human tyrosyl-DNA phosphodiesterase TDP1. Q9NUW8. recombinant TDP1, AlphaScreen DNA substrate cleavage. Potency, µM (titrated, usually from 130 µM), without a hit: at the highest dose activity change, negative = inhibition, most hits filed as inhibitors. 0.28% of 350,000 active; also: nearly all actives have a fitted effect of over 40% in size
Target sequence (Q9NUW8 whole entry, looked up): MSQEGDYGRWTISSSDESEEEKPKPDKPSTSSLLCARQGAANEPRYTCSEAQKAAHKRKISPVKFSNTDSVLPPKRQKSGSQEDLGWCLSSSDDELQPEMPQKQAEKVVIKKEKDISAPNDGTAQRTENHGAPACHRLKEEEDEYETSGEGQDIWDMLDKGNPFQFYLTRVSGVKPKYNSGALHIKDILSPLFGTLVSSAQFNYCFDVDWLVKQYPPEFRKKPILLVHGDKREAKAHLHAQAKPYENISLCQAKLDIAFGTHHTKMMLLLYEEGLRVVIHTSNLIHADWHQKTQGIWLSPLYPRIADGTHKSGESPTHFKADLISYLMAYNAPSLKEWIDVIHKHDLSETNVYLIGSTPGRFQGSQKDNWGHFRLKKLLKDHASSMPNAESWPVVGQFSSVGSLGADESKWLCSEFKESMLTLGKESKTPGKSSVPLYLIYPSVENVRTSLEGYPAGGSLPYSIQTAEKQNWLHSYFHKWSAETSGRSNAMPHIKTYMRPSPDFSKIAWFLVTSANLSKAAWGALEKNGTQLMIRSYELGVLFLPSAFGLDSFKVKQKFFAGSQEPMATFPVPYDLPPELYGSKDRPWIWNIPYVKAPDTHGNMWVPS
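Compounds were preincubated with Tdp1 (1 nM final) for 15 min at room temperature before substrate (15 nM final) started a 5 min reaction; beads (10 ug/ml final) were then added for 10 min before AlphaScreen detection.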
N370S GC = inhibitors or activators of N370S glucocerebrosidase for Gaucher disease; N370S GC spleen homogenate, 4MU-glucoside fluorescence; Potency, µM (series often up to 59.4 µM), for inactives: at the highest dose activity change, negative = inhibition, actives largely listed as inhibitors; 0.092% of 330,000 active; AID 2101;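 also: 0% = full enzyme activity and -100% = no enzyme basal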
Starred values were filed as active, the others as inactive; ? = inconclusive; · = no result given; & = joins results of further samples; [ ] = remark or other dose. Calls follow the shape of the dose curve; as a rule, active = well fitted curve in the direction sought with a large enough effect; inconclusive = small, poorly fitted or top-dose-only effect, or another doubt; inactive = no such curve, though single readings can be large; an effect the other way counts as inactive or inconclusive. Unless noted, % is scaled to controls: 0 for no effect and ±100 for the full control effect; potency is read from the fitted curve at half-maximal effect.

A first look, 21 compounds:
SMILES	FEN1 inhibitor	TDP1 inh	N370S GC
CCOCCCNC(=O)CN1C(=O)c2cccnc2Sc2ccccc21	1%	7%	·
CCCCN1CC(c2nc3ccccc3n2CCCCOc2cc(C)cc(C)c2)CC1=O (stereo not given)	-1%	3%	·
Cc1ccccc1C1=N/C(=C/c2cccnc2)C(=O)O1	11%	4%	4%
Cc1cccc2cc(CN(Cc3cccs3)Cc3nnnn3Cc3ccccc3)c(=O)[nH]c12	-22%	3%	?
Cn1ccc(C(=O)OCC(=O)Nc2ccccc2)n1	3%	5%	-5%
Cc1nn(CC(=O)N/N=C/c2cccs2)c(C)c1[N+](=O)[O-]	-2%	·	5%
CCC(C(=O)Nc1ccccc1F)n1nc(C)c2c(C)n(-c3ccccc3)nc2c1=O (stereo not given)	31%[activator]	4%	27%
CCN(Cc1ccccc1)C(=O)COc1ccccc1	-3%	·	5%
COc1ccc(Cl)cc1NC(=O)CN(C)CC(=O)Nc1cc(OC)c(OC)c(OC)c1	-5%	·	-10%
COc1ccc(Cc2nc(-c3ccc(NC(=O)c4cccnc4)cc3)no2)cc1	-1%	1%	0%
CC(=O)/C(=N\Nc1ccccc1Cl)Sc1nnc(-c2ccccc2)n1-c1ccccc1	15%	8%	3%
CC(=O)N1CCN(c2nc(-c3cccs3)nc3ccccc23)CC1	-13%	0%	?
CC(C)Cn1c(=O)c2ccccc2n2c(CCC(=O)NCc3ccccc3Cl)nnc12	5%	4%	·
CC1CCCN(S(=O)(=O)c2ccc(NC(=O)CN3CCN(C)CC3)cc2)C1 (stereo not given)	-1%	2%	-7%
Cc1ccccc1-c1nnc(CN2CCN(c3ccccn3)CC2)o1	14%	2%	·
N#CCCS(=O)(=O)c1nnnn1-c1ccccc1	·	-4%	9%
Cc1ccc(NC(=O)c2noc3c2CCc2ccccc2-3)cc1	-4%	8%	8%
CCCn1nc2cc(C(=O)NCc3ccc(OC(F)(F)F)cc3)ccc2c1OCC	?	0%	4%
Nc1ccccc1C(=O)N(Cc1ccccc1)Cc1ccccc1	-13%	2%	-22%
CCc1ccc(C2=NN(CCC(=O)NCCc3ccccc3)C(=O)CC2)cc1	5%	4%	·
CC(OCC(O)CN(C)Cc1nc2ccccc2c(=O)[nH]1)c1ccc(Cl)cc1 (stereo not given)	10%	7%	-6%

All compounds of this part, from the first entry:
SMILES	FEN1 inhibitor	TDP1 inh	N370S GC
CCOCCCNC(=O)CN1C(=O)c2cccnc2Sc2ccccc21	1%	7%	·
CCCCN1CC(c2nc3ccccc3n2CCCCOc2cc(C)cc(C)c2)CC1=O (stereo not given)	-1%	3%	·
Cc1ccccc1C1=N/C(=C/c2cccnc2)C(=O)O1	11%	4%	4%
Cc1cccc2cc(CN(Cc3cccs3)Cc3nnnn3Cc3ccccc3)c(=O)[nH]c12	-22%	3%	?
Cn1ccc(C(=O)OCC(=O)Nc2ccccc2)n1	3%	5%	-5%
Cc1nn(CC(=O)N/N=C/c2cccs2)c(C)c1[N+](=O)[O-]	-2%	·	5%
CCC(C(=O)Nc1ccccc1F)n1nc(C)c2c(C)n(-c3ccccc3)nc2c1=O (stereo not given)	31%[activator]	4%	27%
CCN(Cc1ccccc1)C(=O)COc1ccccc1	-3%	·	5%
COc1ccc(Cl)cc1NC(=O)CN(C)CC(=O)Nc1cc(OC)c(OC)c(OC)c1	-5%	·	-10%
COc1ccc(Cc2nc(-c3ccc(NC(=O)c4cccnc4)cc3)no2)cc1	-1%	1%	0%
CC(=O)/C(=N\Nc1ccccc1Cl)Sc1nnc(-c2ccccc2)n1-c1ccccc1	15%	8%	3%
CC(=O)N1CCN(c2nc(-c3cccs3)nc3ccccc23)CC1	-13%	0%	?
CC(C)Cn1c(=O)c2ccccc2n2c(CCC(=O)NCc3ccccc3Cl)nnc12	5%	4%	·
CC1CCCN(S(=O)(=O)c2ccc(NC(=O)CN3CCN(C)CC3)cc2)C1 (stereo not given)	-1%	2%	-7%
Cc1ccccc1-c1nnc(CN2CCN(c3ccccn3)CC2)o1	14%	2%	·
N#CCCS(=O)(=O)c1nnnn1-c1ccccc1	·	-4%	9%
Cc1ccc(NC(=O)c2noc3c2CCc2ccccc2-3)cc1	-4%	8%	8%
CCCn1nc2cc(C(=O)NCc3ccc(OC(F)(F)F)cc3)ccc2c1OCC	?	0%	4%
Nc1ccccc1C(=O)N(Cc1ccccc1)Cc1ccccc1	-13%	2%	-22%
CCc1ccc(C2=NN(CCC(=O)NCCc3ccccc3)C(=O)CC2)cc1	5%	4%	·
CC(OCC(O)CN(C)Cc1nc2ccccc2c(=O)[nH]1)c1ccc(Cl)cc1 (stereo not given)	10%	7%	-6%
COc1ccc(NS(=O)(=O)c2c(C)n(C)c(=O)n(C)c2=O)cc1	2%	·	0%
CCCCCCSc1ccc(-c2nc3ccc(C)cn3c2NCc2ccccc2)cc1OC	-31%	0%	?
Cc1nnc2n1N=CC=C(C(C)(C)C)S2	-2%	2%	-29%
O=C(C[n+]1cc(-c2ccc(Cl)cc2)n2c1CCC2)Nc1nc(-c2ccc(F)cc2)cs1	-1%	4%	-23%
COc1cc(C)ccc1OCC(=O)NC1CCCCCC1	10%	0%	·
COc1ccc(NC(=O)COC(=O)CCSc2ccccc2)cc1	0%	1%	·
CCCNS(=O)(=O)c1ccc2c(c1)n(C)c(=O)n2C	0%	4%	4%
Cc1cc(C)c(CSc2ncnc3nc[nH]c23)c(C)c1	-3%	-3%	5%
O=C1C2C3C=CC(C3)C2C(=O)N1c1nc2ccccc2s1 (stereo not given)	2%	5%	-3%
Nn1cnc2scc(-c3ccc(Cl)cc3)c2c1=O	-3%	2%	-20%
C/C(=N/NS(=O)(=O)c1ccc(CC(C)C)cc1)c1ccncc1	17%	0%	-8%
COc1ccc(/C=C/C(=O)C2CC2)cc1Cn1nc(C)c([N+](=O)[O-])c1C	-18%	-2%	11%
Cc1c(C(=O)N2CCOCC2)oc2ccc(Br)cc12	2%	4%	-1%
COc1ccc(OC)c(CNC(=O)c2cc3c(Cl)nc4ccccc4c3s2)c1	-23%	3%	·
O=S(=O)(c1ccc(-c2cn3ccccc3n2)cc1)N1CCOCC1	6%	3%	4%
CC(Cl)C(=O)Nc1c2c(nn1-c1ccccc1)CSC2 (stereo not given)	-15%	4%	-2%
Cc1nn(C(C)(C)C)c(OC(=O)c2ccc3c(c2)OCO3)c1S(=O)(=O)c1ccccc1	-23%	4%	7%
CCN(CC)CCOC(=O)C(c1ccccc1)C1CCCCC1 (stereo not given)	2%	5%&9%	-9%
COc1ccc(C(=O)N2CCCC(CCC(=O)NCc3ccc(F)c(F)c3)C2)o1 (stereo not given)	6%	3%	-1%
C/C(=N\NC(=O)c1ccccc1)c1ccc2c(c1)OCO2	9%	?	·
Nc1ncnc2oc(-c3ccoc3)c(-c3ccco3)c12	18µM*	?	·
Cc1c(-c2ccc(F)cc2)nc(N)c(C#N)c1-c1ccco1	-5%	1%	0%
COc1cc(C(=O)NCC2CCCO2)cc(Br)c1OCc1ccccc1 (stereo not given)	-9%	0%	·
COc1ccc(/C=C(/C#N)c2nc(-c3ccc(Br)cc3)cs2)cc1	-14%	-2%[12.3 µM]	·
Fc1cccc(CN(C2=NCCN2)c2c(Cl)cccc2Cl)c1	-11%	·	-3%
CCCCN(CCCC)CCNC(=O)CN1C(=O)COc2ccc(S(=O)(=O)N3CCOCC3)cc21	2%	2%	-1%
CS(=O)(=O)N(CC(=O)NCCSCc1ccccc1)c1ccccc1Br	0%	2%	-3%
CCOc1ccc(/C=N/NC(=O)c2cc(-c3cccn3C)n[nH]2)cc1	-12%	6%	-20%
COC(=O)c1cn(C(=O)OC)c2ccccc12	-1%	-3%	1%
COC(=O)c1c(NC(=O)CCCOc2cccc(C)c2)sc2c1CCC2	3%	5%[12.3 µM]	·
CCOC(=O)COc1c(OC)cc(Cl)cc1C1Nc2ccccc2C(=O)N1c1ccc(F)cc1 (stereo not given)	-2%	0%	3%
O=C(NC(=S)Nc1cc([N+](=O)[O-])ccc1Cl)c1ccccc1	2%	2%	20%
CCOC(=O)N1CCN(C(=O)C2CC(=O)N(c3ccc(C)cc3)C2)CC1 (stereo not given)	-1%	-1%	2%
CC(C)NC(=O)C(=O)NCCCOC(C)C	-5%	-5%	-13%
O=C(Cn1cnc2ccccc2c1=O)Nc1ccc2c(c1)OCCO2	3%	6%	-5%
CC(=O)Nc1ccc(/C=C/C(=O)c2ccccc2)cc1	·	5%	-28%
O=C(Cn1cc(SCc2ccccc2F)c2ccccc21)N1CCCC1	-1%	8%	·
CCC(=O)Nc1c(S(=O)(=O)c2ccc(C)cc2)c2nc3ccccc3nc2n1C(C)c1ccccc1 (stereo not given)	-2%	3%	?
CC(=O)Nc1ccc(NC2CCCCC2NS(=O)(=O)c2ccc(Cl)cc2)cc1 (stereo not given)	10%	9%	-2%
(listing goes on)
SMILES	FEN1 inhibitor	TDP1 inh	N370S GC
Cc1cccc(C(=O)N2CCCC(N3CCN(c4ccccc4F)CC3)C2)n1 (stereo not given)	3%	2%	-6%
COc1ccc(Cl)cc1NC(=O)CN(C)C(=O)C1CCN(C(=O)Nc2ccccc2)CC1	-1%	0%	·
Cn1c(/C(C#N)=N/O)nc2ccccc21	0%	0%	3%
FC(F)Sc1ccc(NC(=S)NC2CCCC2)cc1	-10%	1%	-10%
CN1C(=O)C(=O)/C(=C(/O)c2ccccc2)C1c1ccc([N+](=O)[O-])cc1 (stereo not given)	-3%	·	-24%
Cc1ccc(Nc2nc3c(S(=O)(=O)c4ccccc4)nnn3c3ccc(Cl)cc23)c(C)c1	-3%	2%	·
OCC1(CCc2ccccc2)CCN(Cc2cc(Cl)ccc2O)CC1	-14%	6%	-29%
O=C(CSc1nc2[nH]ncc2c(=O)[nH]1)Nc1ccccc1F	-5%	-6%	-8%
CC(C)(C)C(=O)NC(=S)Nc1sc2c(c1C#N)CCCCC2	6%	3%	8%
Cc1ccc(-n2cc(CN3CCN(C(=O)c4ncn[nH]4)CC3)c(-c3ccc(F)cc3)n2)cc1	-6%	12%	-11%
CC(=O)N(C)C(c1ccc(N(C)C)cc1)c1nnnn1-c1c(C)cccc1C (stereo not given)	5%	7%	-14%
COc1ccc(-n2cnnc2SCC(=O)Nc2ccccc2F)cc1	15%	·	-7%
CC1CCCCC1NC(=O)CSc1nc2ccccc2c(=O)n1Cc1ccco1 (stereo not given)	-2%	6%	-3%
O=C(CCN1C(=O)c2ccccc2C1=O)Nn1cnnc1	3%	1%	3%
CN(C)Cc1cccc([N+](=O)[O-])c1O	-11%	·	-7%

Random excerpt: two records from the list
SMILES	FEN1 inhibitor	TDP1 inh	N370S GC
COc1ccc(-n2cnnc2SCC(=O)Nc2ccccc2F)cc1	15%	·	-7%
FC(F)Sc1ccc(NC(=S)NC2CCCC2)cc1	-10%	1%	-10%

More results follow.
SMILES	FEN1 inhibitor	TDP1 inh	N370S GC
COc1cccc(C2CC(c3ccccc3)=NN2S(=O)(=O)c2ccc(C)cc2)c1OC (stereo not given)	-10%	5%	-2%
O=C(O)c1ccc(CNC(=O)c2ccc3c(c2)OCCO3)cc1	-4%	7%	-13%
O=C(c1cccc(-n2cccc2)c1)N1CCN(S(=O)(=O)c2ccc(F)cc2)CC1	-5%	6%	-5%
O=C(CN1CCCN(S(=O)(=O)c2ccc(Br)cc2)CC1)Nc1cccc(C(F)(F)F)c1	-17%	11%	·
O=C(O)CCC(=O)NC1CCCCC1	1%	6%	14%
CC1Cc2cc(/C(O)=C3/C(=O)C(=O)N(Cc4cccnc4)C3c3cccc(O)c3)ccc2O1 (stereo not given)	34%[activator]	7%	-15%
COc1ccc(CNC(=O)Cn2c(=O)oc3cc(S(=O)(=O)N4CCCC4)ccc32)cc1	0%&13%	4%&5%	2%
COc1ccc(NC(C)=O)cc1C	0%	5%	8%
O=C(Cc1cccs1)N/N=C/C=C/c1ccco1	-18%	0%	-2%
N#CCCSCc1ccc(OCC(=O)O)cc1	-1%	7%	-21%
CCc1ccc2[nH]c3nc(C)cc(C)c3c(=O)c2c1	-15%	-3%	17%
CCOC(=O)Cc1nnc(NC(=O)COc2ccc(F)cc2)s1	0%	9%	4%
Cc1cccc(C)c1NC(=O)COC(=O)c1cc(S(=O)(=O)Nc2ccc(Cl)cc2)ccc1O	-18%	0%	·
CCCCCOCC1CC(C/C(C)=N/NC(N)=S)C(=O)O1 (stereo not given)	8%	4%	-14%
CCc1ccc(CNC(=O)CCC(=O)n2ncc3cc(C)ccc32)cc1	0%	·	-2%
CC/C(=N\NC(=O)c1ccc(CN(C)S(=O)(=O)c2ccc(C)cc2)cc1)c1ccc(OC(F)F)cc1	-1%	3%	-8%
COc1cc(/C=N/Nc2ccc(Cl)c(C(=O)O)c2)ccc1OC(=O)c1ccc(F)cc1	?	4%	-14%
Cc1ccsc1C(=O)N(c1nc2ccccc2s1)c1c(C)cccc1C	-22%	-1%	-13%
Cc1ccc(C(=O)O)cc1-c1ccc(/C=C2/NC(=O)N(c3ccccc3)C2=O)o1	?	1.6µM*	-11%
O=c1c2ccccc2c(C=NCc2ccccn2)c(O)n1-c1ccccc1Cl	-13%	5%	5%
Cc1ccc(CN2CCCC(CO)(Cc3ccccc3C)C2)s1 (stereo not given)	7%	·	4%
c1ccc(C(c2ccccc2)N2CCN(Cc3nnnn3C3CCCCC3)CC2)cc1	-7%	3%	7%

The order is random. About 0.53% of those tested had a hit in this group.
